Screens deposited in PubChem BioAssay by several laboratories.
NadD block: blocks S. aureus nicotinate mononucleotide adenylyltransferase; purified NadD enzyme, colorimetric absorbance read-out; inhibition, % at 20 µM; 0.78% of 360,000 active; in the data active means inhibition above about 26%; further: some compounds past the cut are filed as inactive
STEP inh: inhibitors of human striatal-enriched phosphatase STEP; recombinant STEP, OMFP fluorogenic substrate, fluorescence; inhibition, % at 20 µM; 0.25% of 360,000 active;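 active means inhibition at 20 µM, scaled per plate between control wells, above about 37%, limit read from the data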;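 further: 0% = DMSO with enzyme and substrate and 100% = substrate only without enzyme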
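Material: STEP (striatal-enriched tyrosine phosphatase) enzyme, cell-free; Compound dosing: 20 µM single dose in 1% DMSO; Technique: fluorescence read at 480 nm ex / 540 nm em; Times: reaction 20 min, ambient temperature; Medium: 50 mM Bis-Tris pH 6.0 with 2.5 mM DTT and 0.005% Tween 20; Also added: OMFP at 25 µM.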
Scp1 inh: blocks human Scp-1 phosphatase activity; Recombinant Scp1, phosphopeptide, malachite green phosphate absorbance; inhibition, % at 20 µM; 0.88% of 340,000 active; AID 493091;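 active means inhibition above about 50% at 20 µM, limit read from the data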;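 further: plate controls were DMSO wells with enzyme for no effect and wells lacking enzyme for full effect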
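Test system: SCP-1 phosphatase catalytic domain, residues 76-261; measured by: colorimetric phosphate reagent with accelerator and stabiliser, absorbance at 630 nm; timing: enzyme reaction 45 min at room temperature, colour 5 min, stabilisation 30 min; also added: Phosphorylated 17-residue peptide substrate; compound dosing: one concentration, 20 µM, with 1.0% DMSO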
CendR NRP1 mod: modulators of CendR peptide binding to human neuropilin-1. O14786. FAM-RPARPAR peptide binding to NRP-1, fluorescence polarization. inhibition, % at 25 µM. 0.85% of 360,000 active;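 active means inhibition or corrected inhibition above about 18%, plus a signal ratio from 0.5 to 1.5, limit read from the data, passing the limit was not always enough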; further: strong numbers were not always called active
Tb MetRS inh: blocks T. brucei methionyl-tRNA synthetase activity; purified T. brucei MetRS, ATP depletion, Kinase-Glo luminescence; inhibition, % at 11.9 µM; 0.4% of 360,000 active; AID 624268;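 active means inhibition above a per-plate cutoff of the control wells' mean inhibition plus 3 SD, cut at about 5.5% in these data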;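 further: 0% = DMSO wells median and 100% = median of wells with control inhibitor compound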
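System: purified T. brucei MetRS enzyme / Detection: Kinase-Glo luciferase luminescence reporting remaining unconsumed ATP / Medium: HEPES buffer with MgCl2, KCl, DTT, spermine, BSA, pyrophosphatase / Replication: singlicate, one well per compound / Evaluation: percent inhibition relative to median high and low control wells / Schedule: 2 h aminoacylation at 25 °C after 15 min preincubation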
DNMT1 inh: DNMT1 (human) enzyme inhibition; DNMT1 molecular beacon, Hinp1I cleavage, fluorescence; P26358; inhibition (reported as % activation of signal), % at 10 µM; 0.83% of 360,000 active; AID 588458; in the data active means inhibition above about 50%
SUMO1-SIM PPI: alters human SUMO1 binding to SIM partners. inhibition, % at 20 µM. SUMO1 binding to a labelled peptide, TR-FRET, 1 h. P63165. 0.33% of 360,000 active; in the data active means inhibition above about 37%
Target sequence (P63165 whole entry, looked up): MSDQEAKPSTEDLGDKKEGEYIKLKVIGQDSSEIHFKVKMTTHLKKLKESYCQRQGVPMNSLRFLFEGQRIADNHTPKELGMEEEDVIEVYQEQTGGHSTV
Neddyl block: inhibitors of human cullin neddylation; 0.58% of 360,000 active; P61081+Q13564; TR-FRET cullin neddylation, biochemical; calls only at 25 µM; in the data active means inhibition above about 36%
Target sequence (P61081 whole entry, looked up): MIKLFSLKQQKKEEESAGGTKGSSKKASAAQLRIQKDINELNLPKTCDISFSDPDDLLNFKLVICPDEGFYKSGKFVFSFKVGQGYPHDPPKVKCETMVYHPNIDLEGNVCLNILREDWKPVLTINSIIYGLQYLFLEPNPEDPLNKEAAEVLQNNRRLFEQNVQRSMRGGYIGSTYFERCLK
Target sequence (Q13564 whole entry, looked up): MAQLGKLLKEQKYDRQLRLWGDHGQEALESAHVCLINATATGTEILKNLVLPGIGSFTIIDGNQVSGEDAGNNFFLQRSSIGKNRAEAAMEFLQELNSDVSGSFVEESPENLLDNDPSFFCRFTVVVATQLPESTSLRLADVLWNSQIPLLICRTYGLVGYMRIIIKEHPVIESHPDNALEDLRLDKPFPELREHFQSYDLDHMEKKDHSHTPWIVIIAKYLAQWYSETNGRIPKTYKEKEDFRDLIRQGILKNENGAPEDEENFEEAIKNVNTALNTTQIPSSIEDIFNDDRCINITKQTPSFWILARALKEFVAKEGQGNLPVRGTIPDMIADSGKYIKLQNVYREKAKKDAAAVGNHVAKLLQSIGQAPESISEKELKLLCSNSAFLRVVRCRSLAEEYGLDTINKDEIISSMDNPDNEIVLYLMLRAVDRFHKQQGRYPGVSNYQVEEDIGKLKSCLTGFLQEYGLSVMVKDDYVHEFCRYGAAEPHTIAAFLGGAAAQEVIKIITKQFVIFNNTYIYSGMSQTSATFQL
LMPTP inh: blocks human LMPTP phosphatase; 0.22% of 360,000 active; P24666; recombinant LMPTP-A, OMFP fluorogenic substrate, fluorescence intensity; AID 651560; inhibition, % at 20 µM;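 active means compounds that cut the enzyme signal by at least half of the control window in the single-dose screen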;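 further: plate controls were DMSO wells with enzyme plus substrate for no effect and substrate without enzyme for full effect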
Target sequence (P24666 whole entry, looked up): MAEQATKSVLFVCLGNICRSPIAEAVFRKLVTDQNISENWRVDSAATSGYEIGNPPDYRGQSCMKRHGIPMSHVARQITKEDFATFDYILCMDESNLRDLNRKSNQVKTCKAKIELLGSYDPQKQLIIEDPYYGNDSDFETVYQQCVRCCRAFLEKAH
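Buffer or medium: Bis-Tris pH 6.0, DTT, detergent; Assay system: LMPTP-A enzyme; Quantity: 0.625 nM enzyme; Detection: endpoint fluorescence intensity; Times: 50 min dark incubation at room temperature; Controls: substrate-only low control, DMSO enzyme-plus-substrate high control; Doses: single 20 µM dose; Read-out: percent inhibition versus substrate-only and uninhibited controls; Reagent: 400 µM OMFP.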
SKN-1 inh: inhibitors of C. elegans SKN-1; AID 624304; C. elegans VP596 Pgst-4::GFP/RFP ratio, acrylamide-induced, 24 h; inhibition, % at 21.8 µM; 0.49% of 360,000 active;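 active means interference check ratio from 0.5 to 1.5 plus GFP to RFP signal ratio inhibition reaching or exceeding a fixed threshold, cut at about 30% in these data, passing the limit was not always enough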; further: some compounds called inactive have numbers as strong as hits
Numbers without * were called inactive; i = inactive; . = not tested or not shown; & = joins results of further samples; ! = not confirmed by another sample.

SMILES	NadD block	STEP inh	Scp1 inh	CendR NRP1 mod	Tb MetRS inh	DNMT1 inh	SUMO1-SIM PPI	Neddyl block	LMPTP inh	SKN-1 inh
Cc1ccc(NC(=O)CN2CCN(S(=O)(=O)c3ccc(F)cc3)CC2)cc1C	-2	-1	-2	-2	-0.4	-1	5	i	0.7	-5
CCOc1cccc(CNc2ccc(O)cc2)c1OCc1ccccc1Cl	-2	-6	-8	-1	0.6	-46	44*	i	22	-9
COc1ccc(CCN(C)C(=O)CCc2nnc(-c3ccccc3)o2)cc1OC	4	-1	-6	7	-0.5	2	-1	i	-1.1	11
CC1=C(C(=O)OC(C)C)C(c2ccccn2)n2ncnc2N1 (stereo not drawn)	-3	-1	-5	-2	0.2	-1	6	i	-0.8	6
CCOC(=O)CNC(=O)CSc1ccc2nnc(-c3cccnc3)n2n1	-4	2	5	2	-1.1	4	1	.	-1.6	5
CC(C)C[C@H]1CN([C@@H](CC(C)C)CN2CCC[C@@H]2CN2C(=S)NC[C@@H]2Cc2ccc(O)cc2)C(=S)N1CC1CCCCC1	30*	12	.	10	-0.3	-10	8	i	5.5	4
CC1CN(C2=CC(=O)CCC2)CC(C)O1 (stereo not drawn)	7	-3	-3	10	-0.4	3	0	i	-0.1	-3
Cc1ccc(S(=O)(=O)Cn2nnnc2C(c2ccccc2)N2CCN(c3ncccn3)CC2)cc1 (stereo not drawn)	4	3	-3	7	-0.6	-6	-5	i	1.5	-8
CCCC(=O)NC(Nc1ccccc1OC)C(Cl)(Cl)Cl (stereo not drawn)	3	-3	-3	-6	-0.5	-5	0	i	0.3	5
Cc1ccc(NC(=O)CN2C(=O)S/C(=C/c3ccc(-c4cccc(C(=O)O)c4)o3)C2=O)cc1	21	40*	65*	-143	-0.2	56*	17	i	64*	2
CCN1CCN(c2ccc(N=Cc3ccccc3O)cc2)CC1	-4	-4	-5	6	-0.1	2	1	i	0.3	8
CCN(C(=O)/C=C/c1ccc(OC)cc1)C1CCCCC1	3	1	-10	6	-0.6	1	-1	i	0.4	17
CC(C)CCNC(=O)[C@@H](Cc1ccccc1)NC(=O)CC[C@H]1O[C@@H](n2ccc(=O)[nH]c2=O)[C@H](O)[C@@H]1O	-1	1	.	1	-1.1	8	3	i	-1.3	9
Cc1sc2nc3n(c(=O)c2c1C)CCCS3	1	5	-4	-8	-0.2	-1	0	i	0.0	7
COc1ccc(S(=O)(=O)N(C)CC(=O)N2CCC(C(N)=O)CC2)cc1Cl	0	-3	10	-1	-0.6	2	2	i	-1.0	-27
CC1(C(=O)NS(=O)(=O)c2ccc(C#N)cc2)CCN1C(=O)C1(c2ccccc2)CCCC1 (stereo not drawn)	-1	0	.	-12	0.1	-3	3	i	-0.7	17
Cc1ccc(S(=O)(=O)N2CCC(C(=O)N[C@H](C(=O)NC3CCS(=O)(=O)C3)C(C)C)CC2)cc1 (stereo partly drawn)	0	0	-5	-4	-1.1	1	-1	i	-2.4	-6
Cc1ccc(C(=O)Nc2ccc(N3CCN(C)CC3)cc2)cc1	1	-2	-2	6	0.0	3	-1	i	0.4	21
CC(C)(CO)NCC(=O)Nc1cc(C(F)(F)F)cc(NC(=O)CNC(C)(C)CO)c1Cl	0	-2	-5	-7	-0.3	-2	3	i	0.1	1
CCOC(=O)[C@]12CCCC=C1N(Cc1ccccc1)C(=O)[C@H](CC(=O)N1CCOCC1)C2	.	.	.	3	0.2	.	-2	i	-0.2	4

Marked active in Scp1 inh, among the entries above:
SMILES	NadD block	STEP inh	Scp1 inh	CendR NRP1 mod	Tb MetRS inh	DNMT1 inh	SUMO1-SIM PPI	Neddyl block	LMPTP inh	SKN-1 inh
Cc1ccc(NC(=O)CN2C(=O)S/C(=C/c3ccc(-c4cccc(C(=O)O)c4)o3)C2=O)cc1	21	40*	65*	-143	-0.2	56*	17	i	64*	2

(listing goes on)
SMILES	NadD block	STEP inh	Scp1 inh	CendR NRP1 mod	Tb MetRS inh	DNMT1 inh	SUMO1-SIM PPI	Neddyl block	LMPTP inh	SKN-1 inh
C/C(=N\NC(=O)c1ccccc1C)c1ccc(NC(=O)c2cccs2)cc1	-2	-1	3	1	-1.4	-1	-2	i	-1.2	1
Cc1ccc(CC(=O)OC(C)C(=O)NC2CCCCC2C)cc1C (stereo not drawn)	-1	0	-2	-8	0.0	2	3	i	1.2	-1
CCN(CC)S(=O)(=O)c1ccc(Cl)c(C(=O)OCC(=O)c2c(N)n(C)c(=O)n(C)c2=O)c1	-7	-2	9	-7	0.4	6	22	i	0.4	0
O=C(CCN1CCc2ccccc2C1)Nc1ccc2c(c1)OCO2	-4	1	-7	11	-0.7	0	-1	i	0.1	-9
Cn1ncc(Cl)c(Oc2ccccc2)c1=O	2	0	-2	-2	-1.1	2	-4	i	-1.7	2
CC1CN(Cc2nc3c(c(=O)n(C)c(=O)n3C)n2CCN2CCOCC2)CC(C)O1 (stereo not drawn)	-1	-1	0	4	-0.9	-1	-3	i	-1.4	4
CC1(C)CCSC(/C=C/c2ccccc2)=N1	-1	0	-6	4	0.6	0	2	i	-0.7	17
S=C(NCCc1c[nH]c2ccccc12)NC1CC1	-5	2	4	12	-0.1	0	4	i	-0.9	7
O=C(O)Cc1ccc(NC(=O)c2cccc(NC(=O)c3ccco3)c2)cc1	0	0	5	0	-1.2	3	15	i	3.8	2
O=C(NCCO)C(=O)c1c(-c2ccccc2)cc2ccccn12	5	1	-5	-7	-0.1	0	-9	i	-0.1	10
CCN(CC)S(=O)(=O)c1cnccc1N1CCN(c2cccc(Cl)c2)CC1	1	4	-3	-8	-0.8	-1	0	i	-0.6	11
Cc1ccc(-c2cn(-c3ccc(OC(F)F)cc3)c3[n+]2CCCCC3)cc1	2	2	10	-3	0.5	6	0	i	-1.8	0
Cc1ccc(-c2nc3ncccn3c2Nc2ccc3c(c2)OCCO3)o1	7	0	0	-3	-0.4	-4	-19	i	0.7	2
COc1ccc(C2=NOC(Cn3nc(C(=O)O)cc3-c3ccccc3)C2)cc1 (stereo not drawn)	-3	-1	-8	-2	-0.2	-1	-1	i	-1.0	8
O=C1c2cccnc2C(=O)N1C1CCCCC1	-3	-1	-2	2	-0.7	-6	-3	i	0.3	12
CCCCOC(=O)c1ccc(NC(=O)COC(=O)c2ccc3ncsc3c2)cc1	-2	0	-8	6	-0.2	-10	4	i	2.4	7
Cc1cccc(C)c1NC1=NC(=S)N(c2ccc(N(C)C)cc2)C1(C)C	-2	-1	-3	2	-1.0	-1	-2	i	-0.9	7
CS(=O)(=O)N(CC(=O)N1CCc2ccccc2C1)c1cccc([N+](=O)[O-])c1	-7	-3	-6	3	-0.6	-3	-15	i	-1.9	-3
Cn1c(=O)oc2cc(S(=O)(=O)NCCC(=O)NCc3ccc(F)cc3)ccc21	6	0	-6	-3	0.7	0	0	i	-0.1	9
Cc1ccc(N2C(=O)CSC2c2ccc3c(c2)OCO3)cc1 (stereo not drawn)	-6	-1	-4	-7	0.9	-2	-5	i	-0.5	-8

Copied from the list.
SUMO1-SIM PPI with `Cc1ccc(-c2cn(-c3ccc(OC(F)F)cc3)c3[n+]2CCCCC3)cc1` stands at 0
SUMO1-SIM PPI with `O=C(CCN1CCc2ccccc2C1)Nc1ccc2c(c1)OCO2` stands at -1
Tb MetRS inh with `O=C(O)Cc1ccc(NC(=O)c2cccc(NC(=O)c3ccco3)c2)cc1` stands at -1.2

More entries.
SMILES	NadD block	STEP inh	Scp1 inh	CendR NRP1 mod	Tb MetRS inh	DNMT1 inh	SUMO1-SIM PPI	Neddyl block	LMPTP inh	SKN-1 inh
O=C(CNC(=O)c1ccco1)OCC(=O)c1cccc2ccccc12	0	-4	-3	-14	-0.2	-2	-11	i	0.9	-4
C=CCOC(=O)C1=C[C@@H](c2coc3ccccc3c2=O)C[C@@H](OCCCCO)O1	-1	-1	-3	-12	-0.3	-2	-1	i	-0.1	14
Nc1ccc(Cl)c[n+]1Cc1cccc2cccnc12	2	-4	-4	-4	0.8	2	-4	i	-1.0	2
CCOC(=O)c1cc(-c2ccccc2)sc1NC(=S)Nc1cccc(C)n1	7	2	-1	43*	-0.3	-1	-11	i	2.7	-20
Cc1ccc(C(=O)NC2CCC(C)CC2)o1 (stereo not drawn)	-6	0	18	0	-0.5	7	7	i	0.5	-7
CCOC(=O)c1cnc2c(CC)cccc2c1NCCCN1CCOCC1	-4	0	-4	14	-0.4	-1	-4	i	-0.2	-12
Cc1oc2cc(OC(=O)c3ccco3)ccc2c(=O)c1-c1nc2ccccc2n1C	3	0	-1	-15	0.0	1	2	.	-1.2	7
C[C@H]1CN([C@@H](C)CO)C(=O)CCCn2nncc2CO[C@H]1CN(C)S(=O)(=O)c1ccc2c(c1)OCCCO2	-1	0	.	2	-2.0	1	0	i	0.1	-3
O=C(CC(c1ccco1)C1CCCCC1=O)c1ccccc1 (stereo not drawn)	-1	-4	-13	10	-0.4	3	1	i	-0.8	-2
CCCN1CCN(C(=O)c2c(Cl)cnn2C)CC1	-2	-1	-9	-4	-0.2	2	17	i	1.6	1
Cc1ccccc1C(=O)N1CCC(C(=O)NN2C(=O)NC3(CCCCC3)C2=O)CC1	3	-3	0	4	-0.2	-1	-5	i	-0.1	-8
CCC1Nc2ncnc(N3CCCCC3)c2N(Cc2ccc(C)cc2)C1=O (stereo not drawn)	0&-5	-2&0	0	29*!	-0.3&0.4	4&1	-1&9	i	-0.4&-0.4	-6&9
Cc1cc(C)cc(NC(=O)c2ccc(N3C(=O)C4CCCCC4C3=O)cc2)c1 (stereo not drawn)	-3	-1	-5	-10	-0.1	-1	6	i	2.6	5
O=[N+]([O-])c1ccccc1/C=C/C=N/Nc1nc(N2CCCCC2)nc(N2CCCCC2)n1	14	-1	16	0	-0.1	-1	-8	i	0.1	4
COC(=O)c1ccc(NC(=S)NNC(=O)c2ccccc2)cc1	-5	3	-6	-10	-0.4	-2	1	i	0.1	0
CCn1c(SCC(=O)N2CCN(c3ccccc3F)CC2)nnc1-c1ccoc1C	2	0	-4	16	-0.1	3	0	i	-1.0	9
Cc1ccc2nc(N3C(=O)C(O)=C(C(=O)c4ccc(C)o4)C3c3cccc(O)c3)sc2c1 (stereo not drawn)	13	3	-17	-50	-1.1	1	4	i	19	19
Cc1cccc(-c2cc3nc(C)cc(NCCCn4ccnc4)n3n2)c1	0	1	-5	-1	-0.3	1	8	.	-3.7	0
CCOC(=O)c1cnc(-c2ccccc2)nc1Oc1ccc(OC)cc1	-2	-1	1	26*	0.1	-1	-2	i	-1.2	5
O=C(Cc1cccc(C(F)(F)F)c1)NCc1cccnc1	-4	-2	-2	3	-0.1	1	-2	i	-2.1	-4
COc1ccc(Nc2nnc(SCC(=O)NC3CCS(=O)(=O)C3)s2)cc1 (stereo not drawn)	1	2	-3	-3	0.6	-2	4	i	-0.6	9
